Compound activity: PubChem, several laboratories
NadD inh – blocks S. aureus nicotinate mononucleotide adenylyltransferase. purified NadD enzyme, colorimetric absorbance read-out. actives 0.78% (n = 360,000). inhibition, % at 20 µM. AID 602399; in the data active = inhibition above about 26%; note: some compounds past the cut are filed as inactive
NRP1-CendR mod – modulators of CendR peptide binding to human neuropilin-1; O14786; FAM-RPARPAR peptide binding to NRP-1, fluorescence polarization; inhibition, % at 25 µM; actives 0.85% (n = 360,000); AID 602438;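 active = inhibition or corrected inhibition above about 18%, plus a signal ratio from 0.5 to 1.5, limit read from the data, passing the limit was not always enough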; note: strong numbers were not always called active
Scp-1 inhibitor – blocks human Scp-1 phosphatase activity; Q9GZU7; Recombinant Scp1, phosphopeptide, malachite green phosphate absorbance; inhibition, % at 20 µM; actives 0.88% (n = 340,000); AID 493091;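 active = inhibition above about 50% at 20 µM, limit read from the data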;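 note: plate controls were DMSO wells with enzyme for no effect and wells lacking enzyme for full effect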
Target sequence (Q9GZU7 76-261 limits assumed): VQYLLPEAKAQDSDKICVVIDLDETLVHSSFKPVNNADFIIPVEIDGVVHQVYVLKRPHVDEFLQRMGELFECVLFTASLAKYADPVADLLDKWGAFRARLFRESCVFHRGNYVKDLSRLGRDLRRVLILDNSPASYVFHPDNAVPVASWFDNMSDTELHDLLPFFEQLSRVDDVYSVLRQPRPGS
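Test system: SCP-1 phosphatase catalytic domain, residues 76-261; measured by: colorimetric phosphate reagent with accelerator and stabiliser, absorbance at 630 nm; timing: enzyme reaction 45 min at room temperature, colour 5 min, stabilisation 30 min; also added: Phosphorylated 17-residue peptide substrate; compound dosing: one concentration, 20 µM, with 1.0% DMSO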
Neddylation inh – cullin neddylation inhibition. actives 0.58% (n = 360,000). TR-FRET cullin neddylation, biochemical. P61081+Q13564. calls only at 25 µM; in the data active = inhibition above about 36%
DNMT1 block – inhibitors of human DNMT1; actives 0.83% (n = 360,000); inhibition (reported as % activation of signal), % at 10 µM; DNMT1 molecular beacon, Hinp1I cleavage, fluorescence; P26358; in the data active = inhibition above about 50%
SKN-1 block – inhibitors of C. elegans SKN-1; C. elegans VP596 Pgst-4::GFP/RFP ratio, acrylamide-induced, 24 h; inhibition, % at 21.8 µM; actives 0.49% (n = 360,000); AID 624304;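 active = interference check ratio from 0.5 to 1.5 plus GFP to RFP signal ratio inhibition reaching or exceeding a fixed threshold, cut at about 30% in these data, passing the limit was not always enough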; note: some compounds called inactive have numbers as strong as hits
LMPTP block – LMPTP (human) inhibition; actives 0.22% (n = 360,000); recombinant LMPTP-A, OMFP fluorogenic substrate, fluorescence intensity; inhibition, % at 20 µM;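 active = compounds that cut the enzyme signal by at least half of the control window in the single-dose screen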;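 note: plate controls were DMSO wells with enzyme plus substrate for no effect and substrate without enzyme for full effect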
Target sequence (P24666 whole entry, looked up): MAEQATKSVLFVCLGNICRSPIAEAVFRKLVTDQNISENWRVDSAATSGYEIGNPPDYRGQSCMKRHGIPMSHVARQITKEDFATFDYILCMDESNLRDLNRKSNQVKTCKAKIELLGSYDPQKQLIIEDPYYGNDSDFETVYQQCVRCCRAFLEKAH
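Test system – LMPTP-A phosphatase enzyme · Quantity – 0.625 nM LMPTP-A final · Reagent – OMFP substrate, 400 µM final · Dosing – one test concentration per compound, 20 µM, with 3% DMSO overall · Timing – 50 min enzyme reaction at room temperature, protected from light · Detection – fluorescence intensity · Controls – substrate-only low control, DMSO enzyme-plus-substrate high control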
SUMO1-SIM PPI – alters human SUMO1 binding to SIM partners; inhibition, % at 20 µM; actives 0.33% (n = 360,000); P63165; SUMO1 binding to a labelled peptide, TR-FRET, 1 h; in the data active = inhibition above about 37%
Target sequence (P63165 whole entry, looked up): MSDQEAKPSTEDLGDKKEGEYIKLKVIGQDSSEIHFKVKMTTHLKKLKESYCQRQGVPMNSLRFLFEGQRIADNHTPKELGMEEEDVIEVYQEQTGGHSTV
STEP inh – STEP (human) phosphatase inhibition; P54829; recombinant STEP, OMFP fluorogenic substrate, fluorescence; inhibition, % at 20 µM; actives 0.25% (n = 360,000); AID 588621;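 active = inhibition at 20 µM, scaled per plate between control wells, above about 37%, limit read from the data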;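 note: 0% = DMSO with enzyme and substrate and 100% = substrate only without enzyme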
Target sequence (P54829 whole entry, looked up): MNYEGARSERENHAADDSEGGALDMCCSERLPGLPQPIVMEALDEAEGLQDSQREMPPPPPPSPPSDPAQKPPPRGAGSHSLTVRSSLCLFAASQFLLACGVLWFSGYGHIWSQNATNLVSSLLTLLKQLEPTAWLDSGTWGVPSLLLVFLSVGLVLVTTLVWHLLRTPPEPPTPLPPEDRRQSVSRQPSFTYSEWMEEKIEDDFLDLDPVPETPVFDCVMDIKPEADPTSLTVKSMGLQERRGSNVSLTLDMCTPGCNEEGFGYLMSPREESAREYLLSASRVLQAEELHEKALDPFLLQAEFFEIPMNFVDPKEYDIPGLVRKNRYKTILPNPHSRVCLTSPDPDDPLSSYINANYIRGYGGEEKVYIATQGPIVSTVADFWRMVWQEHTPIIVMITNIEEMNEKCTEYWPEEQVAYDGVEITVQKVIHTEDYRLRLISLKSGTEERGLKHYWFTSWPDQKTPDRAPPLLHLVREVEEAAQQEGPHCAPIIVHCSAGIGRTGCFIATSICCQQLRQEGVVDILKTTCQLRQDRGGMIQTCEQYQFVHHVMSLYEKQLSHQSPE
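Assay system: isolated STEP enzyme. Buffer or medium: pH 6.0 Bis-Tris with DTT and Tween 20. Also added: fluorogenic phosphatase substrate OMFP at 25 µM final. Dosing: 20 µM, 1% DMSO. Timing: 20 min reaction, room temperature, in the dark. Measured by: fluorescence intensity, excitation 480 nm, emission 540 nm. Evaluation: normalized % inhibition.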
TbMetRS inhib – blocks T. brucei methionyl-tRNA synthetase activity; purified T. brucei MetRS, ATP depletion, Kinase-Glo luminescence; inhibition, % at 11.9 µM; actives 0.4% (n = 360,000);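 active = inhibition above a per-plate cutoff of the control wells' mean inhibition plus 3 SD, cut at about 5.5% in these data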;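 note: 0% = DMSO wells median and 100% = median of wells with control inhibitor compound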
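Assay system: T. brucei methionyl-tRNA synthetase, purified | Medium: HEPES buffer with MgCl2, KCl, DTT, spermine, BSA, pyrophosphatase | Compound: 11.9 µM single point | Incubation: 15 min enzyme-compound preincubation, 2 h reaction, 10 min detection, 25 °C | Measured by: Kinase-Glo luciferase luminescence reporting remaining unconsumed ATP | Measure: % inhibition normalized to control-well medians | Replication: Singlicate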
Active calls of the source: *; i = inactive; / = not tested or not shown.

SMILES | NadD inh | NRP1-CendR mod | Scp-1 inhibitor | Neddylation inh | DNMT1 block | SKN-1 block | LMPTP block | SUMO1-SIM PPI | STEP inh | TbMetRS inhib
O=C(NC1CCCCC1)c1ccc(CNc2nc(=S)[nH]c3ccccc23)cc1 | 10 | -8 | -5 | i | 2 | 6 | 4.6 | 1 | -3 | -0.4
CCOC(=O)N1CCC(NC(=O)CN2C(=O)CCSc3ccccc32)CC1 | 2 | -2 | -9 | i | 1 | 1 | -1.8 | 1 | -2 | -0.5
Oc1c(Cl)cc(CN2CCCCC2)c2cccnc12 | 0 | 7 | / | i | -7 | -5 | 8.9 | -11 | -1 | -0.3
O=C(Cc1cccc2ccccc12)Nc1ccccc1 | -3 | 0 | -3 | i | -4 | -1 | 0.9 | -4 | -1 | -0.5
O=[N+]([O-])c1ccc(CSCc2ccc([N+](=O)[O-])cc2)cc1 | 4 | 0 | 1 | i | 7 | -23 | 0.3 | -2 | -3 | -0.3
Cc1cc2c(cc1C)N(Cc1ccccc1)C1=NCCCN12 | -9 | 3 | 4 | i | 1 | -2 | 0.3 | 6 | -2 | -0.4
CCOc1ccc2oc(C(=O)Nc3ccc(C)cn3)c(C)c2c1 | 7 | 1 | / | i | 2 | -4 | -0.2 | -12 | 1 | -0.3
CC(C)n1c(/C=C/[C@@H](O)C[C@@H](O)CC(=O)O)c(-c2ccc(F)cc2)c2ccccc21 | -34 | 0 | -14 | i | 7 | 13 | 0.1 | 6 | -4 | -0.6
CCCCc1ccc(NC(=O)CSc2nc(=O)n(CCN(C)C)c3c2CCC3)cc1 | 0 | 4 | -1 | i | -4 | 13 | -1.8 | -5 | -1 | -0.1
COc1ccc(Cc2nnc(NS(=O)(=O)c3ccc(NC(C)=O)cc3)s2)cc1 | -1 | -4 | -9 | i | -1 | 13 | 0.0 | 8 | 4 | -0.1
Cn1c(=O)c2ccccc2n(Cc2ccccc2F)c1=O | -1 | 2 | -3 | i | 2 | 16 | -2.3 | 3 | -1 | -0.6
CCN1C=C(Cc2ccc(F)cc2)C2=C(C1)C(c1ccc(F)cc1)C(C#N)=C(N)O2 (stereo not drawn) | 3 | -7 | -10 | i | -5 | 12 | 0.2 | -3 | 3 | -1.6
O=C(COC(=O)C1CCN(/C=C/C(=O)C(F)(F)F)CC1)Nc1cccc(F)c1 | -1 | -5 | -6 | i | 12 | -12 | -0.9 | -1 | 1 | -0.3
Nn1c(SCC(=O)Nc2ccccc2)nnc(Cc2ccccc2)c1=O | -1 | -8 | -1 | i | -1 | -7 | -1.3 | -3 | 0 | -0.4
O=C(N/N=C/c1ccc(OCc2ccccc2)cc1)c1ccco1 | -6 | -5 | -7 | i | 1 | 23 | 2.4 | -6 | 0 | 0.9
COc1cc(C(CCN2CCCC(C)C2)c2c(OC)cc(OC)c3c(-c4ccccc4)cc(=O)oc23)cc(OC)c1OC (stereo not drawn) | 0 | 12 | 3 | i | -6 | 26 | 0.6 | -32 | 4 | -0.2
CCN(CC(=O)Nc1c(F)cccc1F)C(=O)COc1ccc2c(C)cc(=O)oc2c1 | 1 | -2 | 6 | i | -3 | 1 | 0.1 | -1 | 0 | -0.6
Cc1cc(C)nc(NC(=O)C(c2ccccc2)c2ccccc2)c1 | -7 | 14 | -6 | i | 0 | -3 | 0.6 | -4 | -3 | -0.5
COc1ccc([C@H]2CC(=O)C=C(c3cccc(C(C)C)c3)C2)cc1 | 9 | -15 | -8 | i | 1 | -2 | 4.9 | 6 | 1 | -0.3
NC1=NC[C@H](Cc2ccccc2)N1CC1CCCCC1 | -10 | 4 | 2 | i | 8 | 11 | -1.0 | 2 | 0 | 0.0
CN(CCCn1ccc(NC(=O)OCc2ccccc2)nc1=O)CCc1ccccn1 | 6 | 0 | / | i | 1 | 5 | -1.4 | 1 | 1 | -0.7
CCOC(=O)C1=C(C)OC(N)=C(C#N)C1c1cc2c(cc1[N+](=O)[O-])OCO2 (stereo not drawn) | 1 | -2 | -9 | / | -14 | 12 | 0.5 | 15 | -1 | 0.0
O=C(NCc1ccccn1)C(=O)Nc1nc(-c2ccccc2)cs1 | -4 | -5 | 2 | i | 0 | -8 | -2.0 | 1 | 1 | -1.0
C=CCn1c(SCC(=O)Nc2ccccc2C)nnc1-c1ccncc1 | 49* | 20 | 3 | i | 0 | 2 | 0.5 | 2 | 2 | -0.1
Cc1ccc(N2CC(C(=O)Nc3nnc(SCC(N)=O)s3)CC2=O)cc1 (stereo not drawn) | 1 | -13 | -6 | i | 2 | 2 | -0.5 | 12 | 6 | -0.1
CC(CCc1ccccc1)NC(=O)C(=O)NCCc1ccccc1 (stereo not drawn) | -2 | 0 | -3 | i | 2 | 4 | -0.7 | -4 | 0 | -0.6
COc1ccccc1N=CC=C1OC(C)(C)C(C)(C)O1 | -4 | 8 | -4 | i | 1 | -1 | -0.5 | 0 | -1 | -0.9
COc1cccc(C(=O)Nc2cc(NC(=O)c3cccs3)ccc2C)c1 | 0 | -8 | -6 | i | 0 | 4 | 0.3 | 4 | 3 | -0.1
CCN1CCN(c2ncc(C(=O)Nc3cc(Cl)c(OC)cc3OC)c3ccccc23)CC1 | -1 | -17 | -5 | i | -3 | -5 | -1.5 | -4 | 4 | -0.2
CCc1ccc(NC(=O)CCS(=O)(=O)c2ccc(Cl)cc2)cc1 | -6 | -3 | -7 | i | 2 | -6 | -1.2 | 2 | 0 | -0.7
COC(=O)Nc1nnc(COc2cccc(C)c2)s1 | -1 | 12 | -9 | i | 1 | -2 | -0.8 | 2 | 0 | -0.2
CC1=NOC(=O)/C1=C\c1ccc(-c2cc(Cl)ccc2Cl)o1 | 14 | -4 | 11 | i | 81* | 4 | 0.2 | 48* | 1 | -0.8
CC(c1ccccc1)n1c(CO)nc2ccccc21 (stereo not drawn) | -1 | 12 | 5 | i | -3 | 5 | 0.0 | 6 | 0 | -1.2
Cc1cc(NC(=O)c2cccnc2)ccc1NC(=O)c1cc2ccccc2o1 | -1 | 11 | -2 | i | -1 | 17 | -0.6 | 3 | 0 | -0.6
COC(=O)CSc1nc2c(c(-c3ccco3)c1C#N)CCCC2 | 7 | -26 | -13 | i | -5 | 24 | 2.8 | 5 | -4 | 0.5
Cc1ccccc1-n1c(O)c(/C=N/N2CCCCC2c2cccnc2)c(=O)[nH]c1=O (stereo not drawn) | 4 | -28 | 1 | i | 2 | -3 | -1.3 | 0 | -1 | -1.4
Cc1cccc(Nc2nc(OCC#N)nc(N(C)C)n2)c1 | -1 | -10 | -5 | i | 1 | 11 | 0.5 | 2 | 0 | 0.7
O=C1COc2ccc(C(=O)COC(=O)/C=C/c3ccc(Br)o3)cc2N1 | 25 | -47 | 81* | i | 100* | 7 | 71* | 81* | 30 | -0.1
COc1ccc(CN(C(=O)COc2ccc(C)c(C)c2)C2CCS(=O)(=O)C2)cc1OC (stereo not drawn) | -3 | -8 | -7 | i | -1 | 9 | 0.0 | 0 | 0 | 0.5
CCCc1cc(=O)[nH]c(SCC(=O)Nc2cc(C)on2)n1 | -7 | -1 | -4 | i | -1 | 2 | -0.5 | 2 | 3 | -0.2

Complete entries, quoted from the list. Screens in order: NadD inh	NRP1-CendR mod	Scp-1 inhibitor	Neddylation inh	DNMT1 block	SKN-1 block	LMPTP block	SUMO1-SIM PPI	STEP inh	TbMetRS inhib
CN(CCCn1ccc(NC(=O)OCc2ccccc2)nc1=O)CCc1ccccn1 is listed as 6	0	/	i	1	5	-1.4	1	1	-0.7
CCOC(=O)C1=C(C)OC(N)=C(C#N)C1c1cc2c(cc1[N+](=O)[O-])OCO2 (stereo not drawn) is listed as 1	-2	-9	/	-14	12	0.5	15	-1	0.0
COc1ccc(CN(C(=O)COc2ccc(C)c(C)c2)C2CCS(=O)(=O)C2)cc1OC (stereo not drawn) is listed as -3	-8	-7	i	-1	9	0.0	0	0	0.5

Next section
SMILES | NadD inh | NRP1-CendR mod | Scp-1 inhibitor | Neddylation inh | DNMT1 block | SKN-1 block | LMPTP block | SUMO1-SIM PPI | STEP inh | TbMetRS inhib
CCOc1ccc(N2C(=O)C3CCCN3C2=S)cc1 (stereo not drawn) | 2 | 2 | -9 | i | 2 | 0 | -0.8 | 0 | -1 | -0.1
OC1(Cc2cc(-c3ccccc3)no2)CCN(CCCc2ccccc2)CC1 | -7 | -10 | -5 | i | -2 | 12 | 4.0 | -1 | 3 | 0.1
COc1ccc(-c2ncccc2OC(=O)C23CC4CC(CC(C4)C2)C3)cc1 | 1 | 5 | -1 | i | -1 | 0 | 1.1 | -2 | 0 | 0.2
OCCN(Cc1ccccc1)CC(O)COc1ccc(-c2ccccc2)cc1 (stereo not drawn) | -8 | 10 | 1 | i | -1 | 12 | 0.7 | 0 | 4 | -0.2
CN(C)S(=O)(=O)c1cccc(NC(=S)N/N=C/C(=O)c2ccccc2)c1 | 2 | -2 | -9 | i | -3 | -2 | -1.2 | -13 | 2 | 0.8
CCOC(=O)COn1c(=O)c(-c2ccc(F)cc2)[n+]([O-])c2ccccc21 | -1 | 2 | -7 | i | 2 | -5 | 0.4 | -31 | -1 | -0.9
CC1(c2ccccc2)NC(=O)N(CCN2C(=O)c3ccccc3C2=O)C1=O (stereo not drawn) | 1 | -4 | -5 | i | 1 | -8 | -0.6 | -4 | 2 | -0.1
CC(=C\c1ccccc1)/C=C1/SC(=S)N(CCC(=O)O)C1=O | 1 | -7 | 0 | i | 5 | 1 | 1.3 | -13 | -3 | -1.9
O=C(Nc1ccc(N2CCOCC2)c(Cl)c1)c1cc2ccccc2o1 | -8 | 12 | 0 | i | -5 | 26 | 1.0 | -7 | 1 | 0.4
Cc1ccc2cccc(SCC(=O)N3CCOCC3)c2n1 | -3 | -4 | -7 | / | 0 | 0 | -0.7 | -1 | -2 | -0.8
CN(C)CCNc1ncnc2c1ncn2[C@H]1CN(Cc2ccco2)C[C@@H](CO)O1 | 2 | -10 | / | i | -2 | -10 | -9.6 | -9 | 21 | -0.4
Cn1cccc1CC(=O)NNC(=S)NC(=O)c1ccccc1Br | 10 | -3 | -3 | i | 0 | -8 | -0.1 | 5 | -8 | -0.3
Cn1c(Cc2ccccc2)nnc1SCC(=O)Nc1ccccc1N1CCOCC1 | 1 | 1 | -2 | i | 2 | 27 | 0.2 | 2 | -4 | -0.2

Some of these compounds in order of their number in NRP1-CendR mod, high to low:
mol	NRP1-CendR mod
CCCCc1ccc(NC(=O)CSc2nc(=O)n(CCN(C)C)c3c2CCC3)cc1	4
CC1=NOC(=O)/C1=C\c1ccc(-c2cc(Cl)ccc2Cl)o1	-4
CC(=C\c1ccccc1)/C=C1/SC(=S)N(CCC(=O)O)C1=O	-7
